# Compound activity from PubChem.
# E coli growth: bacterial growth inhibition, counter-screen for AddAB inhibitors; E. coli V3065 growth, OD600 absorbance, 18 h; inhibition, % at 11.9 µM; 0.27% of 330,000 active; AID 449728;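 active = inhibition above the campaign's mean inhibition across all tested compounds plus 3 SD, cut at about 9.9% in these data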;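 note: uninfected addAB+ strain grown without phage in ampicillin broth; 0% = DMSO wells and 100% = ciprofloxacin 0.95 µg/ml wells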
# MOR-DOR ag: OPRM1-OPRD1 heterodimerization agonism; P35372+P41143; cells, luminescence; activation, % at 9.3 µM; 0.3% of 340,000 active; AID 504326; in the data active = activation above about 18%;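 note: 0% = vehicle-treated cells and 100% = reference agonist; values of inactives mirror those of a sister screen read the other way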
# Target sequence (P35372 whole entry, looked up): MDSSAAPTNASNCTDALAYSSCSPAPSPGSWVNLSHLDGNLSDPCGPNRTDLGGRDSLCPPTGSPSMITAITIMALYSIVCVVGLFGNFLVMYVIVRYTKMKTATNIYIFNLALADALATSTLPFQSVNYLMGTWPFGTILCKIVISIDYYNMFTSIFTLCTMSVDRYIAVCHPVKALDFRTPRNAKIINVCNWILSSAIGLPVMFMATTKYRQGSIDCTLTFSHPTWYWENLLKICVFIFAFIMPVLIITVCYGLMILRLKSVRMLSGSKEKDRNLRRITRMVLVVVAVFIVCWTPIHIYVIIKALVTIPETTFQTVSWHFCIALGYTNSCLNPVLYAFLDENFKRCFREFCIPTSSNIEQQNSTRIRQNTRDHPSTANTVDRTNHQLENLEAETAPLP
# Target sequence (P41143 whole entry, looked up): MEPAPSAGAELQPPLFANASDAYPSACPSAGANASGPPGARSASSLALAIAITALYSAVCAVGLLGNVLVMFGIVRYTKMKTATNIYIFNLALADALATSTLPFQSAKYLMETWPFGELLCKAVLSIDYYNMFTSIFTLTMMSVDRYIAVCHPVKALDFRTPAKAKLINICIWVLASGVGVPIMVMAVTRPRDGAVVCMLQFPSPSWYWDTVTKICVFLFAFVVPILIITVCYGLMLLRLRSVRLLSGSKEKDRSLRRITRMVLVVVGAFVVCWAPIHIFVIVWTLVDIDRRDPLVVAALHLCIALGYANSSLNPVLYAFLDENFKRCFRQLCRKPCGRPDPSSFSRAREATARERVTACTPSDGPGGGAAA
# PfHsp90 set2: inhibits growth of yeast expressing Plasmodium falciparum Hsp90; 0.32% of 310,000 active; inhibition, % at 9.4 µM; S. cerevisiae expressing PfHsp90, BacTiter-Glo ATP, 48 h; yeast lacking PDR1 and PDR3 efflux regulators; AID 504621;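 active = every replicate shows inhibition above about 80%, whatever the replicate mean, limit read from the data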;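 note: 0% = DMSO neutral controls and 100% = 20 µM radicicol positive controls; yeast relying on Plasmodium falciparum Hsp90 in place of its own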
# Arr AP2 block: inhibitors of human beta-arrestin and AP2 interaction; FITC-arrestin peptide / GST-AP2 beads, flow cytometry; AP2 beta2 appendage carries R879A mutation; inhibition, % at 10 µM; 0.31% of 340,000 active;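 active = inhibition above a set limit, near 3 SD of compounds lacking own fluorescence, cut at about 54% in these data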;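 note: plate controls were DMSO wells for no effect and 5 µM unlabelled arrestin peptide for full effect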
#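 Assay system: GST-AP2 R879A bound to glutathione beads, E. coli-expressed; Medium: PBS with 0.05% Tween 20 and 0.1% BSA; Also added: fluorescein-tagged arrestin peptide at 50 nM final; Timing: 12 min plus 1 h, RT; Measured by: flow cytometry, FL1 (488/535 nm); Evaluation: percent drop in bead-associated FITC signal.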
# SUMO Mot1 rescue: blocks SUMOylation pathway, rescuing yeast Mot1-301 growth; growth rescue, % at 18.8 µM; 1% of 320,000 active; S. cerevisiae Mot1-301 growth rescue, ATP luminescence, 38.5C; percent above DMSO median, 100 means doubled;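 active = every valid replicate shows activation above 250% relative to neutral control wells; inactive = the rest, any valid replicate at or below 250%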;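 note: OY570 slx delta 5 strain wells were the positive control but not used for scaling; some compounds called inactive have numbers as strong as hits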
# AddAB inh: less growth of phage-infected E. coli with AddAB; E. coli expressing H. pylori AddAB, absorbance growth; inhibition, % at 11.9 µM; 0.29% of 330,000 active; AID 435030; in the data active = inhibition above about 12%;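 note: 0% = vehicle wells of infected cells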
# Tat transport: E. coli Tat transport inhibition; inhibition, % at 10 µM; 0.036% of 340,000 active; AID 488895; E. coli MC4100 TorA-mCherry Tat export, fluorescence;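 active = mean replicate inhibition at least 50% and at least half of replicates individually reaching 50%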;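 note: exported cargo escapes ClpAP degradation while cytoplasmic cargo is degraded and loses fluorescence; 0% = median of neutral control wells and 100% = median of NaSCN control wells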
# PKA-R1A activ: activates the PKA-R1A holoenzyme complex; P00514+P68181; PKA-R1A dissociation, Cy5-IP20 fluorescence polarization; scaled: DMSO 0%, 113 µM cGMP 100%; activation, % at 11.4 µM; 0.083% of 340,000 active;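 active = percent activation above the mean of all tested compounds plus 3 SD, cut at about 19% in these data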;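 note: higher means more PKAc released from R1A so a rise in polarization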
# phage Ecoli inh: E. coli growth loss with phage present. 0.26% of 360,000 active. inhibition, % at 11.9 µM. growth absorbance; in the data active = inhibition above about 11%
# MOR-DOR inv ag: mu-delta opioid heterodimer inverse agonism | AID 504357 | inhibition, % at 9.3 µM | P35372+P41143 | 0.21% of 340,000 active | cell-based MOR-DOR heterodimer luminescence; in the data active = inhibition above about 22%, passing the limit was not always enough;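 note: 0% = cells with DMSO and 100% = wells without cells with DMSO; values of inactives mirror those of a sister screen read the other way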
# Pemphigus Ab inh: blocks pemphigus antibody binding to human desmoglein-3 | P32926 | DSG3-coupled beads, scFv-anti-DSG3-GFP binding, flow cytometry; stronger effect = lower value | binding (percent of control), % at 10 µM | 0.48% of 310,000 active | AID 588358;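 active = binding more than 3 SD below its plate's average and above zero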;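 note: hits lower antibody fragment binding to DSG3; some compounds called inactive have numbers as strong as hits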
# * = called active by the depositor; x = no result given; + = active, no number.
SMILES,E coli growth,MOR-DOR ag,PfHsp90 set2,Arr AP2 block,SUMO Mot1 rescue,AddAB inh,Tat transport,PKA-R1A activ,phage Ecoli inh,MOR-DOR inv ag,Pemphigus Ab inh
CN(c1cccnc1)c1ncnc2[nH]ncc12,-0.1,-1.7,10,8,+,0.3,-3,7,-0.5,8,89
CC(=O)Nc1sc(C)c(C)c1CN1CCN(S(=O)(=O)c2ccccc2)CC1,2.7,-2.1,-39,9,-14,-1.1,0,-6,3.1,12,102
COC(=O)c1oc2ccc(Br)cc2c1NC(=O)CCN1CCOCC1,0.2,-2.0,5,34,12,-1.4,-6,1,1.2,10,101
COc1ccccc1NC(=O)c1ccc(NC(=O)c2cc3c(s2)CCC3)cc1,-1.7,0.8,9,25,-18,3.4,13,-7,1.9,-4,97
O=C(/C=C/c1ccc(Cl)cc1)NCc1cccs1,1.4,1.3,7,19,66,5.7,-8,7,4.3,-6,99
Cn1c(=O)oc2cc(S(=O)(=O)NC3CCCc4ccccc43)ccc21 (stereo not drawn),-0.8,0.8,-3,3,-5,-0.5,-5,-10,1.7,-5,87
COc1ccc(C(=O)NCCN2CCCC2)cc1,-0.3,-2.1,3,30,-9,-1.6,-6,-6,8.6,10,104
CCOc1ccc(CCNS(=O)(=O)c2ccc(-c3ccc(=O)[nH]n3)o2)cc1OCC,-3.4,-2.9,12,-10,-5,0.1,-1,-6,2.5,15,x
COc1ccccc1-c1cn[nH]c1-c1ccc(OCc2ccc([N+](=O)[O-])cc2)cc1O,-0.3,8.1,-4,-33,10,1.7,9,-7,2.1,-44,100
CC(=O)Nc1nc2ccc(S(=O)(=O)N3CCCCC3)cc2s1,2.1,-2.2,12,24,28,1.2,-2,-12,1.9,12,99
CN(C)c1ccc(/C=N/NC(=O)CSc2ccccn2)cc1,-0.3,-2.0,9,18,3,2.8,4,3,1.9,10,100
Cc1cc(C)nc(SCc2nnc(SCC(=O)N3CCCc4ccccc43)o2)n1,1.4,-2.2,4,8,-31,0.7,-3,-1,-1.5,12,100
Cn1c(=O)n(C)c2cc(N3CCCCC3)c(NC(=O)c3cccc(Cl)c3)cc21,-0.9,-3.2,-32,7,-8,0.3,7,-3,1.8,16,217
CC(=O)C1=C(O)C(=O)N(Cc2cccnc2)C1c1ccc(C(C)C)cc1 (stereo not drawn),1.9,-4.0,-2,33,42,-3.8,-2,-11,1.3,20,102
O=C(CN(C(=O)Cn1nnc(-c2ccc(F)cc2)n1)c1ccc(F)c(Cl)c1)NCC1CCCO1 (stereo not drawn),2.9,0.5,-13,-8,2,0.5,-2,-12,3.3,-4,100
CCOC(=O)/C(C#N)=C/Nc1cc(OC)ccc1OC,0.2,-1.3,-20,1,-4,0.2,-3,-11,2.7,6,102
CN(Cc1ccccc1)c1nnc(N)s1,1.7,-1.4,15,0,-11,4.1,2,10,2.6,7,102
COc1ccc(-c2nnc(-c3cccnc3)o2)cc1OC,-1.5,-1.2,-52,-5,501,-0.9,-2,3,-0.5,7,98
Cc1ccccc1-c1nc(CN2CCC(C(=O)NCC3CCCO3)CC2)c(C)o1 (stereo not drawn),1.7,-3.4,-8,8,14,2.3,9,5,3.5,16,99
COc1ccc(S(=O)(=O)N2CCOC2CNC(=O)C(=O)NCc2ccco2)cc1 (stereo not drawn),0.2,-1.3,-6,-15,-16,-0.1,-1,0,0.0,7,104
CCOc1ccc(CCNC(=O)C2CCCN(c3nnc(-n4cccc4)s3)C2)cc1OCC (stereo not drawn),1.4,-0.8,0,10,17,0.5,-10,-5,3.1,5,95
Cc1ccc(-n2nnc3c(=O)n(Cc4cccc(C)c4)cnc32)cc1,1.2,1.0,-5,10,405*,-1.8,-2,5,-0.8,-6,95
Cn1c(SCC(=O)NC(C)(C)C)nnc1-c1ccc(C(C)(C)C)cc1,-1.6,-2.8,2,-3,-2,0.3,3,4,0.6,16,98
CCN1CCN(c2nc(-c3cccnc3)nc3ccccc23)CC1,-0.1,2.7,x,-4,-23,1.5,3,1,1.1,-16,104
O=S1(=O)N=C(SCCO)c2ccccc21,-4.1,-3.6,-13,15,7,-0.8,11,-1,-1.0,15,x
CCC(C)(C)NC(=O)C(c1cccn1C)N(Cc1ccccc1)C(=O)Cn1nnc2ccccc21 (stereo not drawn),x,-0.3,1,-15,x,x,9,0,0.1,2,96
CC(=O)n1c2c(c3ccccc31)OC(N)=C(C#N)C2c1cccc(Cl)c1Cl (stereo not drawn),-0.4,6.4,x,12,-7,3.6,-5,-12,3.5,-46,85
Brc1ccc(OCCCN2CCOCC2)cc1,-0.1,-3.2,13,2,239,0.0,0,-7,1.4,16,108
CCC(=O)N1CCCc2cc(S(=O)(=O)N3CCC(N4CCCCC4)CC3)ccc21,-2.3,-1.0,-14,14,3,-1.5,-5,6,-0.9,6,99
O=C(c1cc(C2CC2)nn1-c1ccccc1)N1CCN(S(=O)(=O)c2cccc(F)c2)CC1,-0.2,-2.0,12,44,-11,-0.1,-4,-15,-1.1,8,109
O=C(NCc1ccccc1OC(F)(F)F)C1CCC(=O)N(CCc2ccccn2)C1 (stereo not drawn),-0.9,0.1,7,58*,-9,-2.1,-8,-10,0.1,-1,112
Cc1ccc(CCC(=O)Nc2ccc(C)c(C)c2)o1,1.4,-2.5,12,-10,-26,2.9,8,-1,2.6,12,109
Cc1ccc(OCC(=O)Nc2ccc(Cl)cc2)c(-n2nc3ccccc3n2)c1,1.4,-3.1,-10,-11,12,0.7,-4,-9,2.9,18,105
COc1cc2c(cc1OC)C(C)N(S(=O)(=O)c1cccs1)CC2 (stereo not drawn),x,-2.1,19,-12,1,x,-4,-5,1.2,10,112
CC(=O)C(=[N+]=[N-])C(=O)NCc1ccccc1,-3.0,-2.6,-3,-1,-14,2.6,-2,6,1.0,11,110
COc1ccccc1C1C(C(C)=O)=C(O)C(=O)N1CCc1ccccc1 (stereo not drawn),2.3,-0.7,x,6,3,2.9,-7,3,1.9,4,x
Cc1ccc(S(=O)(=O)NCC(=O)N(CC2CCCO2)C(C(=O)NCC2CCCO2)C(C)C)cc1 (stereo not drawn),1.6,-1.8,12,4,-7,4.4,7,-4,1.9,11,98
OCCNc1ccc(Cl)cc1,-0.2,-2.6,3,4,282,-0.2,6,3,2.8,14,105
O=C(Cc1ccccc1Cl)Nc1cc(S(=O)(=O)N2CCOCC2)ccc1N1CCOCC1,-2.3,-2.7,x,5,10,2.8,3,3,1.2,12,94
O=S(=O)(O)c1cnccc1Nc1cccc(C(F)(F)F)c1,1.0,-2.9,15,-9,-12,-2.2,8,-6,2.8,14,x
O=C(N/N=C/c1c[nH]c2ccccc12)c1cccs1,1.1,x,x,16,-9,6.8,x,x,1.7,x,99
COc1cc([N+](=O)[O-])ccc1NC(=O)Nc1nc2c(s1)CCCC2,-0.6,2.0,-9,35,-11,0.8,2,-14,2.7,-13,99
CCCc1nc(-c2cc3ccc(C)cc3[nH]c2=O)no1,0.4,-0.2,-19,-4,48,3.4,3,4,2.9,1,x
CC1(C)c2[nH]c3ccccc3c2C[C@@H]2C(=O)N(Cc3ccco3)C(=O)N21,1.2,-1.8,-6,29,-5,3.3,1,-1,0.9,10,92
Cc1ccc(CS(=O)Cc2ccc(C(=O)N3CCN(c4ccccc4)CC3)o2)cc1 (stereo not drawn),0.2,-2.1,-36,1,5,4.9,-1,12,-0.6,11,98
NNC(=O)c1ccc2[nH]c3c(c2c1)CCCC3,2.1,-0.7,-50,-6,x,2.4,-4,-4,4.8,4,103
Cc1cccc(N2C(=O)CC(Sc3nc(C)c4c(n3)CCCC4)C2=O)c1 (stereo not drawn),0.9,3.4,7,4,1,1.0,4,3,-0.6,-18,99
COC(=O)CSCC(=O)Nc1nnc(-c2cccc(C)c2)s1,-3.2,-1.2,-2,-4,4,-1.6,2,4,2.8,8,102
COc1ccc(/C=C/C(=O)N2CCN(c3ccccn3)CC2)cc1,x,-1.1,-11,46,-4,x,-1,4,4.0,7,99
CC1CC(=O)N(CC(=O)NCc2ccccc2)c2ccccc2S1(=O)=O (stereo not drawn),-1.3,-0.6,-1,17,-6,2.3,-5,1,0.8,3,101
CC1=C(C#N)C(Nc2ccc(Cl)cn2)(C(F)(F)F)C(=O)N1 (stereo not drawn),1.7,-1.5,x,-4,4,3.2,-7,0,-0.4,7,x
CNc1nc2c(N)ncnc2n1[C@H]1O[C@@H](CO)[C@H](O)[C@@H]1O,0.8,-1.3,-7,9,270,2.0,-1,-8,2.9,6,103
Cc1ccc(/C=N/n2c(C3CCCCC3)n[nH]c2=S)cc1,-2.1,8.0,17,9,39,0.8,-6,-5,2.8,-38,104
COc1ccc(OCC2c3cc(OC)c(OC)cc3CCN2C(=O)C(C)C)cc1 (stereo not drawn),x,-1.1,11,36,x,x,4,4,0.7,5,112
CN(/N=C\c1ccc(O)c(O)c1)c1nc(-c2ccccc2)cc(-c2ccccc2)n1,-3.0,4.6,22,x,-3,-0.9,-3,3,1.9,-24,54*
CCN1C(=O)NC(c2ccc(Cl)cc2)C2=C1CCCC2=O (stereo not drawn),-2.8,-3.6,31,6,62,-0.5,-13,-7,2.7,16,95
CC(NC1c2ccccc2-c2ccccc21)c1ccccc1 (stereo not drawn),-1.5,2.7,-3,-11,-19,4.1,1,-2,1.5,-14,111
Cc1ccc(S(=O)(=O)N(C)CC(=O)OCC(=O)N2CC(=O)Nc3ccccc32)cc1,1.4,-1.5,2,-11,5,2.3,-1,-1,3.1,8,97
CCCCNC(=O)CCCCCn1c(=O)[nH]c2cc(C(=O)OC)ccc2c1=O,-0.9,3.6,-14,-18,x,-1.3,2,-11,1.8,-18,51
Cc1c(C(=O)Nc2ccc(Br)cc2)cnn1C,-0.6,-2.2,13,8,-4,1.3,-8,4,4.2,12,111
Cc1cccc2c1OCC/C2=N\NC(=O)COc1ccccc1Cl,1.3,6.5,18,13,-7,2.0,-9,-5,1.8,-35,98
COCCNc1nc(SCc2ccccc2)nc2sc3c(c12)CCC3,-0.8,-0.7,15,3,-1,-1.0,10,1,1.9,3,104

# Fetched by structure from the list above:
SMILES,E coli growth,MOR-DOR ag,PfHsp90 set2,Arr AP2 block,SUMO Mot1 rescue,AddAB inh,Tat transport,PKA-R1A activ,phage Ecoli inh,MOR-DOR inv ag,Pemphigus Ab inh
COc1ccccc1-c1cn[nH]c1-c1ccc(OCc2ccc([N+](=O)[O-])cc2)cc1O,-0.3,8.1,-4,-33,10,1.7,9,-7,2.1,-44,100
CN(C)c1ccc(/C=N/NC(=O)CSc2ccccn2)cc1,-0.3,-2.0,9,18,3,2.8,4,3,1.9,10,100
